RXFP1 antag = RXFP1 (human) relaxin receptor antagonism; Q9HBX9; HEK293-RXFP1, relaxin-stimulated cAMP HTRF, 30 min; stronger effect = lower value; activity change, negative = inhibition, % at 57.5 µM; 0.59% of 350,000 active;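 active = activity change of -60% or lower, but not beyond a set lower limit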; note: % is set by controls: 0 for no effect and ±100 for the full control effect
D1 potentiator = potentiators of human D1 dopamine receptor; P21728; HEK293 TREx D1 cells, calcium flux, dopamine EC20 potentiation; potentiation, % at 10 µM; 0.036% of 360,000 active; AID 504651; in the data active = potentiation above about 30%; note: 0% is about no effect
D2 antagonist = antagonists of human D2 dopamine receptor; HEK293 TREx D2 cells, calcium flux, dopamine EC80; inhibition, % at 10 µM; 2% of 340,000 active; AID 485344; in the data active = inhibition above about 30%; note: 0% is about no effect
Target sequence (P14416 whole entry, looked up): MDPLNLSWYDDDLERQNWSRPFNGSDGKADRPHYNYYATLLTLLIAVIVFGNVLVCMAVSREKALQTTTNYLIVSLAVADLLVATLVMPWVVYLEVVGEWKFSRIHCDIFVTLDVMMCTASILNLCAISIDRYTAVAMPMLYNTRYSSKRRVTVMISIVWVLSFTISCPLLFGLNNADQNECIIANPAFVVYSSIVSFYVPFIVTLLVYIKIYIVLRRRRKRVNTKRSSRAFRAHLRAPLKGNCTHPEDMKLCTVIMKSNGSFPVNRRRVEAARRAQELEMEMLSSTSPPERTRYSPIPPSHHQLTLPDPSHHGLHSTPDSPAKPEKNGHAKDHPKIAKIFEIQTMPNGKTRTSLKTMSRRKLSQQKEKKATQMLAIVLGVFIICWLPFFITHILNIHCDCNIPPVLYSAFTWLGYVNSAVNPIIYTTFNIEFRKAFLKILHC
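In this primary screen, negative modulation is detected by tracking calcium flux after an EC80 dopamine challenge in inducible HEK293 T-REx D2 cells preexposed to test compound for 180 s.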
D2 ag = D2 dopamine receptor (human) agonism. 0.53% of 340,000 active. HEK293 T-REx D2 cells, calcium flux agonist mode. P14416. activation, % at 2 µM;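 active = activation over 3 SD above normal in the single-dose calcium agonist read, cut at about 30% in these data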; note: 0% is about no effect
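In this primary screen, compounds producing a positive calcium signal within 180 s of addition to tetracycline-induced, force-coupled HEK293 Trex D2 cells are flagged; cells are dye-loaded with a no-wash calcium kit beforehand.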
D2 potentiator = positive allosteric modulators of human D2 dopamine receptor | P14416 | HEK293 T-REx D2, calcium flux, EC20 dopamine potentiation | potentiation, % at 10 µM | 0.34% of 340,000 active | AID 485347;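 active = potentiation over 3 SD above the plate norm, cut at about 30% in these data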; note: 0% is about no effect
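Tetracycline-induced HEK293 T-REx cells force-coupled to calcium signalling expressed D2; compounds were pin-added after a 10 s baseline, read kinetically 180 s, then an EC20 dopamine challenge followed with a further 180 s calcium read.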
D1 antag = antagonists of human D1 dopamine receptor | P21728 | HEK293 TREx D1 cells, calcium flux, dopamine EC80; stronger effect = lower value | activity change, negative = inhibition, % at 10 µM | 3.2% of 360,000 active; in the data active = activity change below about -30%; note: % is set by controls: 0 for no effect and ±100 for the full control effect
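Allosteric or orthosteric antagonism assessed as attenuation of the calcium response to EC80 dopamine, added 180 s after compound, in induced HEK293 Trex D1 cells loaded with no-wash calcium dye.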
TRHR PAM = allosteric enhancers of human TRH receptor; TRHR cells, fluo-8 calcium fluorescence, EC20 TRH enhancement; enhancement, % at 2 µM; 0.66% of 360,000 active; AID 493056; in the data active = enhancement above about 30%; note: 0% is about no effect
Target sequence (P34981 whole entry, looked up): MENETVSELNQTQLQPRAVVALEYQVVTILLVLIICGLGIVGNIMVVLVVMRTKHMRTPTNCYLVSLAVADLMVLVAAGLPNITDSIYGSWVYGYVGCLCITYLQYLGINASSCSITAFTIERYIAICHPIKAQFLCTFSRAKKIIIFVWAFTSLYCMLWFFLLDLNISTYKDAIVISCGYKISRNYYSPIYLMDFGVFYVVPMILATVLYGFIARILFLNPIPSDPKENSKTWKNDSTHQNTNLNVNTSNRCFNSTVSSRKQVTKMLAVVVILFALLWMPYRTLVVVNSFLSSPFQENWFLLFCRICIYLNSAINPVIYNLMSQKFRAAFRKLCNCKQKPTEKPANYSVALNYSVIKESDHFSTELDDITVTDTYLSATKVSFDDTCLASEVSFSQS
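Enhancer read-out: after compound pinning and an initial kinetic agonist-mode read, an EC20 of TRH (10 nM final) was injected and fluo-8 calcium signal (Ex 480/Em 530) followed at 1 s/cycle for 100 cycles in TRHR-expressing cells.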
RXFP1 ag = RXFP1 (human) receptor agonism; Q9HBX9; 0.3% of 370,000 active; Potency, µM (series often up to 57.5 µM), without a hit: at the top dose activation, most hits filed as activators; HEK293T-RXFP1 cAMP TR-FRET, 30 min; response scale: percent of porcine relaxin response, buffer zero; active = well fitted activation curve with a large enough effect; note: potency is the fitted concentration of half-maximal effect; % is set by controls: 0 for no effect and ±100 for the full control effect; nearly all actives have a fitted effect of over 60% in size; many of its hits are not listed in these tables
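Agonist response is measured as cAMP accumulation in an RXFP1-transfected HEK293T line under PDE4 inhibition. Values are scaled between buffer-only and 29 nM porcine relaxin, and EC50s come from standard Hill equation fits.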
D1 ag = agonists of human D1 dopamine receptor | P21728 | HEK293 T-REx D1 cells, calcium flux, agonist mode | activation, % at 2 µM | 1% of 360,000 active; in the data active = activation above about 30%; note: 0% is about no effect
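Tetracycline-induced HEK293 TREx D1 cells, force-coupled to calcium signalling, were dye-loaded with a no-wash calcium kit. Compound was pin-added after a 10 s baseline. Fluorescence was read kinetically at 1 cycle/s for 180 s, with calcium rises flagged as agonism.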
* = called active by the depositor; · = not tested or not shown.

SMILES	RXFP1 antag	D1 potentiator	D2 antagonist	D2 ag	D2 potentiator	D1 antag	TRHR PAM	RXFP1 ag	D1 ag
CCOc1ccc(S(=O)(=O)Nc2ccc(F)cc2)c(C)c1C	-27	0	-5	0.8	3	-9	-5	-2.0%	1
COc1ccc(/C=N/NC(=O)Cc2cc(OC)c(OC)cc2[N+](=O)[O-])cc1	1	3	-7	2.4	-4	-2	9	0.1%	2
COc1cccc(/C=C(/C#N)c2ccc(F)cc2)c1OCc1cccc(C(=O)O)c1	-8	-1	-1	-0.6	5	17	2	3.1%	1
O=C(NC1CCSc2ccccc21)c1cc(S(=O)(=O)N2CCOCC2)ccc1Cl (configuration not stated)	-8	-7	14	-0.2	5	-13	6	0.1%	4
Cc1ccc(C)c(NS(=O)(=O)c2cc(C(=O)NCCSC3CCCCC3)ccc2C)c1	24	-8	2	1.0	-5	-7	-3	-0.2%	5
O=C(c1ccc(Cl)cc1)N1CCCCC(Sc2nnc(-c3ccc4c(c3)OCO4)o2)C1=O (configuration not stated)	9	-1	16	0.6	10	-4	1	-1.8%	-1
COC(=O)CSc1ncnc2c(C)csc12	3	-3	-5	0.9	12	-8	3	-0.4%	0
COc1ccc(CCNC(=O)CCS(=O)(=O)c2ccc3nc(C)sc3c2)cc1OC	-2	-11	7	-0.7	-2	8	17	2.2%	3
O=C(Nc1ccc2c(c1)OCCO2)C1CCN(C(=O)c2ccc(Cl)cc2)CC1	-7	-3	4	-0.5	4	-10	1	1.1%	-2
C=CCn1c(COc2cccc3ccc(C)nc23)nnc1SCC(=O)OC	3	-4	-17	-0.2	-19	-12	-1	0.5%	2
Cc1ccc(S(=O)(=O)Nc2cccc3cccnc23)cc1	-19	-7	-16	-0.7	-11	-24	-8	-0.6%	0
COc1ccccc1/C=C/C(=O)OCC(=O)NC1CCCCCC1	-7	-2	-13	-1.4	14	-16	-4	0.9%	5
COc1ccc(-c2nn(C)c3sc(C(=O)Nc4cccc(F)c4)cc23)cc1OC	-8	-6	·	·	-26	0	-3	5.5%	7
COc1ccc(C(NC(C)=O)c2cc(Cl)c3cccnc3c2O)cc1OC (configuration not stated)	14	7	4	3.2	2	-6	-2	0.2%	12
Cn1c(-c2ccc3c(c2)OCO3)cnc1N	4	-3	13	0.2	-5	-11	13	-0.3%	0
Cc1oc2ccc(O)c(CN3CCN(C)CC3)c2c1C(=O)Nc1ccc(C(C)C)cc1	-1	-3	·	0.3	5	6	2	-1.3%	20
COC(=O)c1ccc(C2C(C(=O)c3cc4ccccc4o3)=C(O)C(=O)N2CCN2CCOCC2)cc1 (configuration not stated)	17	1	-20	0.0	13	5	4	29%	7
Cc1cn(C)c(CC(=O)Nc2ccc(F)cc2Cl)c1C(=O)O	-1	-2	·	0.1	-15	-7	2	-0.2%	0
Cc1ccc(C2=NN(C(=O)CN3CCN(C4CCS(=O)(=O)C4)CC3)C(c3ccco3)C2)cc1 (configuration not stated)	-10	-8	-32	-0.5	5	-4	5	0.0%	1
Cc1c(Cl)cccc1NC(=O)Cn1c(=O)n(Cc2nc(-c3ccccc3)no2)c(=O)c2cc3c(cc21)OCO3	-2	-2	·	-0.1	-14	1	-2	-0.1%	7
Cc1ccccc1OCC(=O)NNC(=O)c1ccoc1C	-3	·	11	0.9	1	15	-4	0.2%	5
Cc1ccc(S(=O)(=O)/N=C2/NC(=O)/C(=C\c3cc(Br)cc(Br)c3O)S2)cc1	-3	11	16	29	-11	-52*	6	19%	276*
O=C(OCc1cc(=O)n2nc(-c3cccs3)sc2n1)c1cccc(Cl)c1	·	0	·	-0.6	-10	-19	0	2.0%	1
c1ccc(CSc2nc3ncccn3n2)cc1	7	-4	18	0.5	8	18	-2	0.4%	5
O=C(N/N=C/c1cccs1)c1ccc2nc[nH]c2c1	2	-3	-10	-0.4	·	-5	-6	-2.8%	1
CCOC(=O)c1oc2ccccc2c1NC(=O)c1ccccc1OC	-1	14	1	-0.4	3	58	0	4.8%	4
Cc1c(OC(C)C(=O)O)ccc2c3c(c(=O)oc12)CCCC3 (configuration not stated)	-1	-8	19	-1.0	7	-8	-7	4.8%	2
CCc1nc2ccccc2c(C(=O)OCC(=O)Nc2ccc(S(=O)(=O)N3CCOCC3)cc2)c1C	-6	-2	·	·	2	-3	-2	-0.2%	7
O=C(Nc1ccc2c(c1)OCCO2)c1cc2ccccc2o1	-17	-7	33*	-0.9	-6	10	7	-0.7%	-1
CCOc1ccc(S(=O)(=O)NCCC(=O)NCCOc2ccccc2OC)cc1	0	-1	-14	-0.3	-1	5	-1	-0.1%	2
Cc1ccc2nc3c(cc2c1)c(C)nn3-c1ccccc1	-13	2	8	0.5	4	14	-1	4.2%	2
CCOC(=O)Cc1cc(-c2ccccc2)nc2ccc3ccccc3c12	-11	-12	1	·	17	-36*	0	1.4%	10
CCSc1nnc(NC(=O)C(C)Sc2nc3ccccc3[nH]2)s1 (configuration not stated)	-22	-3	8	0.3	6	10	36*	-1.7%	3
CCOc1ccc(C2N(c3ccc(Cl)cc3)C(=O)C3CCCN32)cc1OC (configuration not stated)	0	-4	·	·	·	-42*	-1	-0.3%	2
Cc1cc(C(C)(C)C)c(O)c(C(C)(C)C)c1	17	-12	-21	2.2	7	-11	2	0.1%	4
COC(=O)C1=C(C)N(C)C(C)=C(C(=O)OC)C1c1ccc(Cl)cc1	-16	-4	2	0.7	-5	·	0	-0.1%	3
O=C(Nc1ccc(F)cc1F)c1ccc(COc2c(F)c(F)cc(F)c2F)o1	-17	1	6	0.1	-3	4	0	3.3%	4
O=c1ccc2ccc(Oc3ccc([N+](=O)[O-])cc3[N+](=O)[O-])cc2o1	·	-7	15	1.1	2	-30	3	3.7%	3
COc1ccc(C2CC(c3ccccc3)=NN2c2ccc(C(N)=O)cc2)cc1 (configuration not stated)	6	-7	·	·	·	-6	-1	24%	2
Cc1ccc(C)c(N2CCN(C(=O)c3ccc(NC4=NC5CS(=O)(=O)CC5S4)cc3)CC2)c1 (configuration not stated)	5	-2	15	-0.6	13	-3	7	3.1%	2

Entries listed so far shown as hits in TRHR PAM:
Compound	RXFP1 antag	D1 potentiator	D2 antagonist	D2 potentiator	D1 antag	TRHR PAM	RXFP1 ag	D1 ag
CCSc1nnc(NC(=O)C(C)Sc2nc3ccccc3[nH]2)s1 (configuration not stated)	-22	-3	8	6	10	36*	-1.7%	3

Later entries
SMILES	RXFP1 antag	D1 potentiator	D2 antagonist	D2 ag	D2 potentiator	D1 antag	TRHR PAM	RXFP1 ag	D1 ag
Cc1occc1-c1nnc(SCCCC(=O)c2ccc(F)cc2)n1C	3	9	1	0.4	8	6	3	0.4%	10
O=C(O)c1cc(-c2cc(C(=O)O)c3ccccc3n2)nc2ccccc12	·	-1	3	0.9	2	14	4	0.2%	2
Cc1nc2cc(OCc3cc(C(=O)NC(C)c4cn(C)nc4C)no3)ccc2s1 (configuration not stated)	-17	4	-10	0.1	11	1	-1	-0.1%	4
N#Cc1cc(C(=O)c2cc(Cl)ccc2O)cn(-c2ccccc2)c1=O	-10	-3	-9	1.7	-2	0	0	5.6%	9
COc1ccc(NS(=O)(=O)c2ccc3oc(SCC(N)=O)nc3c2)cc1	-3	-10	1	0.4	14	9	11	1.3%	1
CN(C)C(=O)COC(=O)c1ccc(S(=O)(=O)NCc2ccco2)cc1	-3	-1	2	0.5	2	-6	-1	-0.9%	4
CN(CC(=O)Nc1ccc(N2CCOCC2)cc1)C(=O)CCc1cc(C(C)(C)C)c(O)c(C(C)(C)C)c1	-15	0	-8	-0.4	-9	3	0	0.9%	2
COc1ccc(N2C3=C(C(=O)CC(C)(C)C3)C(c3cnn(C)c3)C3=C2CC(C)(C)CC3=O)cc1	1	4	10	-0.2	0	5	-2	2.0%	0
COc1ccc(S(=O)(=O)N2CCC(C(=O)N3CCN(C)CC3)CC2)cc1Cl	14	0	0	-0.3	1	-7	-5	-2.7%	0
CCCN1CCc2c(sc(NC(=O)Cc3ccc(F)cc3)c2C(N)=O)C1	-12	-6	-31	0.4	2	-1	4	1.1%	4
CN(C)C(CN1C(=O)C2CC=CCC2C1=O)c1cn(C)c2ccccc12 (configuration not stated)	4	-5	12	-0.1	8	-7	5	1.5%	2
NC(=O)CSc1nnc(Cn2c(=O)sc3ccccc32)n1CCc1ccccc1	2	-1	5	-0.8	-9	-6	-5	-2.5%	0
CC(C)(C)Nc1nc2ccc([N+](=O)[O-])cc2o1	-16	-7	·	·	4	-4	4	3.6%	2
CC(C)(C)C(=O)Nc1nnc(SCC(=O)NC2CC2)s1	-7	-5	24	-0.7	-5	5	-6	0.1%	3
CCOC(=O)c1ccc(NC(=O)c2nn(C)cc2Br)cc1	-1	-10	8	-1.2	-5	1	20	17%	1
O=C(O)c1ccc(CSc2nnc(-c3ccco3)n2-c2ccccc2)cc1	-4	-5	-1	-0.3	6	2	1	0.4%	3
COC(=O)c1sc(N2C(=O)c3oc4cc(C)c(C)cc4c(=O)c3C2c2ccccc2F)nc1C (configuration not stated)	-4	-6	·	0.4	2	-3	-8	19%	-1
CC(C)c1ccc(NC2CCCN(C(=O)c3cc(C(C)C)nc(N)n3)C2)cc1 (configuration not stated)	-8	-2	8	0.5	6	-3	2	1.0%	2
Cc1[nH]c2ccccc2c1C1=NNC(=Nc2ccc(F)cc2)SC1	-7	-7	7	-0.7	9	5	-4	0.3%	1
COc1cccc(C(c2sc3ncnn3c2O)N2CC(C)OC(C)C2)c1 (configuration not stated)	3	3	-11	-1.6	5	-10	4	1.6%	0
COc1ccc(-c2noc(-c3cc(Cl)ccc3Cl)n2)cc1OC	·	-5	18	1.2	1	-3	0	0.3%	1
COc1cccc(CN2C(=O)c3ccccc3Sc3ccc(C(=O)N(C)Cc4ccccc4)cc32)c1	·	-1	·	0.7	21	-4	-5	4.4%	6
CC1(NC(=O)Nc2cccc3ccccc23)CCS(=O)(=O)C1 (configuration not stated)	-4	6	-1	-3.2	·	-4	-2	-0.9%	0

One compound at a time, from the list above. Order of screens: RXFP1 antag, D1 potentiator, D2 antagonist, D2 ag, D2 potentiator, D1 antag, TRHR PAM, RXFP1 ag, D1 ag
COc1ccc(-c2nn(C)c3sc(C(=O)Nc4cccc(F)c4)cc23)cc1OC is listed as -8, -6, ·, ·, -26, 0, -3, 5.5%, 7
COc1ccc(-c2noc(-c3cc(Cl)ccc3Cl)n2)cc1OC is listed as ·, -5, 18, 1.2, 1, -3, 0, 0.3%, 1
Cc1c(OC(C)C(=O)O)ccc2c3c(c(=O)oc12)CCCC3 (configuration not stated) is listed as -1, -8, 19, -1.0, 7, -8, -7, 4.8%, 2
CCOC(=O)Cc1cc(-c2ccccc2)nc2ccc3ccccc3c12 is listed as -11, -12, 1, ·, 17, -36*, 0, 1.4%, 10
COc1ccc(/C=N/NC(=O)Cc2cc(OC)c(OC)cc2[N+](=O)[O-])cc1 is listed as 1, 3, -7, 2.4, -4, -2, 9, 0.1%, 2

High-throughput results deposited in PubChem BioAssay by National Center for Advancing Translational Sciences (NCATS).

Not all compounds are listed; rates above refer to the full screens.
